Screens from PubChem BioAssay.
PLC-beta3 inh: PLC-beta3 (human) inhibition, primary screen; Purified PLC-beta3, fluorogenic substrate, fluorescence; 370,000 tested, 0.18% active; inhibition, % at 12.2 µM; in the data active = inhibition above about 11%;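 note: 0% = median of compound wells on plate and 100% = full blocker control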
DDE Tn7 FP inh: inhibitors of Tn7 peptide binding to human fibrin DD(E); P02675; FP displacement of FITC-Tn7 peptide from fibrin DD(E); 0% = median of compound wells per plate; inhibition, % at 8.3 µM; 370,000 tested, 0.13% active;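 active = inhibition above the mean of compounds falling within the control limits plus 3 SD of them, cut at about 14% in these data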;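 note: 0% = plate median of compound wells and 100% = 10 µM Aha-Tn7 peptide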
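Assay system: human fibrin DD(E) protein / Input: 2 µM fibrin DD(E) / Benchmarks: high control of 10 µM Aha-Tn7 peptide / Measured by: fluorescence polarization of the labelled Tn7 tracer / Medium: Tris buffer with calcium and detergent, pH 7.8 / Timing: 10 min compound pre-incubation, 3 h probe incubation at room temperature / Repeats: one replicate per compound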
KLK7 zymogen act: activates the human kallikrein-7 zymogen; P49862; activation, % at 7 µM; 370,000 tested, 0.9% active; purified proKLK7, EDANS-DABCYL substrate fluorescence; 100% is mature enzyme control, 0% vehicle; AID 652039;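 active = activation above the mean of all tested compounds plus 3 SD, computed per campaign excluding outliers beyond control limits, cut at about 13% in these data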
ARFGAP1 inh: inhibitors of rat ARFGAP1; Q62848; 360,000 tested, 0.26% active; AID 651572; Arfgap1-stimulated ARF1 GTP hydrolysis, GDP FP detection; inhibition, % at 16.5 µM;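 active = inhibition above a per-plate limit, mean inhibition of low control wells plus 3 SD, cut at about 25% in these data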;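 note: 0% = DMSO wells with enzyme and 100% = wells lacking Arfgap1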
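Assay system: purified rat His6-Arfgap1 residues 1-136 (GAP domain); Reagent: human Δ17 ARF1 bound to GTP; Dosing: 16.5 µM single point, 1.26% DMSO; Times: GTP hydrolysis reaction 2 h at 25 °C; Signal: FP, GDP Alexa 633 tracer displaced from anti-GDP antibody, 620/688 nm; Measure: % inhibition from polarization.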
sPLA2-III inh: Blocks human group III sPLA2 activity; AID 743126; inhibition, % at 12.2 µM; QFRET BODIPY PC-A2 liposome hydrolysis, fluorescence; 370,000 tested, 0.56% active; Q9NZ20;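 active = inhibition above mean plus 3 SD of compounds lying within the high and low control bounds, cut at about 19% in these data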;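 note: 0% = median of test compound wells and 100% = no enzyme DMSO wells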
Target sequence (Q9NZ20 whole entry, looked up): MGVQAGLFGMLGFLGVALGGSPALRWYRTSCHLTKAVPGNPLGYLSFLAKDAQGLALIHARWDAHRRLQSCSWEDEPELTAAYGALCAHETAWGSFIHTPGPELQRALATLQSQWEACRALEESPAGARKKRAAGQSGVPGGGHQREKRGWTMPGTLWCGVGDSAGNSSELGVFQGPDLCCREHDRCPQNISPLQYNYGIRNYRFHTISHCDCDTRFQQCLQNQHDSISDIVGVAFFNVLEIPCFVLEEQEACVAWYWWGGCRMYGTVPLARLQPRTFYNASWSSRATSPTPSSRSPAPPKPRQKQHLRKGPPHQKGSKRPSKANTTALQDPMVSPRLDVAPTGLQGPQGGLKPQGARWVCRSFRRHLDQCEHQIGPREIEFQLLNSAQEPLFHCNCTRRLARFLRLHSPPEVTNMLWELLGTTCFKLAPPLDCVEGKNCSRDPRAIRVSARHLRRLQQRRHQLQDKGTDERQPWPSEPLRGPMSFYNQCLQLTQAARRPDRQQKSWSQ
DDE Tn6 FP inh: disrupts Tn6 cyclic peptide binding to fibrin D-Dimer-E complex; P02675; Fibrin DD(E) TRITC-Tn6 fluorescence polarization displacement; inhibition, % at 8.3 µM; 370,000 tested, 0.21% active; AID 720509;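 active = inhibition above a per-campaign cutoff: mean of compounds within control limits plus 3 SD, cut at about 15% in these data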;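 note: 0% = median of all compound wells on the plate and 100% = blocking peptide control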
UHRF1 binding: UHRF1 methyl-DNA binding inhibition; Q96T88; UHRF1 binding to methylated oligo, TR-FRET; inhibition, % at 4.4 µM; AID 687016; 370,000 tested, 0.75% active; in the data active = inhibition above about 21%;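 note: UHRF1 SRA domain binding a hemimethylated CpG hairpin DNA probe; 0% = median of test compound wells and 100% = reference inhibitor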
ASAP1 inh: inhibitors of human ASAP1 ArfGAP activity; Q9ULH1; AID 624377; inhibition, % at 16.5 µM; ASAP1-stimulated ARF1 GTP hydrolysis, GDP FP detection; 360,000 tested, 0.19% active; in the data active = inhibition above about 25%;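 note: 0% = vehicle with enzyme and substrate and 100% = no enzyme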
PLCg1 inh: inhibitors of human phospholipase C gamma1. P19174. purified PLC-gamma1, fluorogenic substrate, fluorescence. inhibition, % at 12.2 µM. 370,000 tested, 0.84% active; in the data active = inhibition above about 9.5%
NR1D1 modulator: modulators of human Rev-erb alpha DNA binding | 370,000 tested, 0.79% active | Rev-erbα–FITC-DNA binding, fluorescence polarization, 90 min | activity, % at 10 µM;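 active = activity above about 14%, limit read from the data; passing the limit was not always enough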;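 note: 0% = DMSO wells with 35 nM protein and 100% = DMSO wells with 750 nM protein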
Target sequence (P20393 whole entry, looked up): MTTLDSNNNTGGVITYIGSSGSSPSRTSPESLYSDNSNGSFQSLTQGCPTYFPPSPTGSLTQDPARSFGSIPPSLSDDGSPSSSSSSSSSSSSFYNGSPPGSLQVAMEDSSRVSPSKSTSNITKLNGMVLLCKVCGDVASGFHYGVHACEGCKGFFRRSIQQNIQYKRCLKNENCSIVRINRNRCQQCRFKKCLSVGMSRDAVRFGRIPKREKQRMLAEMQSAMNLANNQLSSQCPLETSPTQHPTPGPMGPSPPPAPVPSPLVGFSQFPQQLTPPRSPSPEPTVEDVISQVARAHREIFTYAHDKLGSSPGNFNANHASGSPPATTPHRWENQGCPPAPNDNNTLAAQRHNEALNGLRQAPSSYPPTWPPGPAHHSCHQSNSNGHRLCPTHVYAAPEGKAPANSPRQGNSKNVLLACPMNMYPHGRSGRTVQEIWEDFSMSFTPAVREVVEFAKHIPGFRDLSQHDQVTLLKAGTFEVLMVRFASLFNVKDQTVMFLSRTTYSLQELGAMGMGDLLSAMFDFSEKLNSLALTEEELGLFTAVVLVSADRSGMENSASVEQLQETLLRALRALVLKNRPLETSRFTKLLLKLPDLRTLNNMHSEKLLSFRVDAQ
* marks the source's active call; other numbers are inactive results; i = inactive; nt = not tested or not shown.

KLK7 zymogen act,NR1D1 modulator,ARFGAP1 inh,DDE Tn6 FP inh,PLCg1 inh,ASAP1 inh,UHRF1 binding,sPLA2-III inh,DDE Tn7 FP inh,PLC-beta3 inh,compound
-0.2,-2,11,5,0,11,0,9,7,-7,Cc1nn(CC(=O)O)c(C)c1NC(=O)c1cccs1
-0.2,-3,-2,3,1,9,0,1,-2,2,O=C(NCCCN1CCC(Cc2ccccc2)CC1)C1CC(=O)N(C2CCCC2)C1 (stereo not given)
0.5,6,-11,-3,-50,-6,-1,0,-3,-62,Cc1ccccc1NC(=S)C1=C(O)c2sccc2N(C)S1(=O)=O
0.0,3,-10,13,1,0,-1,-2,3,1,Cc1cc(NC(=O)CCC(=O)N(CCc2ccccc2)C(C(=O)NC2CCCC2)c2ccco2)no1 (stereo not given)
0.1,5,-9,0,4,6,-1,-3,-11,4,Cc1cc(C)c(C#N)c(SCc2cc3c(cc2Cl)OCO3)n1
-0.9,-2,4,-8,-1,12,1,-5,2,0,Cc1ccc(/C(N)=N/OC(=O)COc2ccccc2Cl)cc1
0.6,-10,1,-2,-2,13,-1,-4,1,-1,COC(=O)CSC1=C(C#N)C(c2sccc2C)CC(=O)N1 (stereo not given)
0.0,-3,-4,2,2,5,-2,6,-8,-1,CCOc1cc(Br)c(C(=O)O)cc1OC
1.8,-9,2,9,-36,-5,-4,-1,3,-42,Cc1ccccc1CC(=O)Nc1ccc2c(C)cc(=O)oc2c1
8.4,-4,-2,10,i,-7,-3,0,10,i,CC1(C)Cc2ccccc2-c2nc(NCCO)n(-c3ccccc3)c(=O)c21
0.7,-1,13,3,4,6,1,2,-4,-5,CC(Sc1nnc(C2CC2)n1C)C(=O)Nc1ccc2c(c1)CCC2 (stereo not given)
-0.2,0,4,-1,0,-2,2,1,2,-6,COc1cccc(C(=O)NCCS(=O)(=O)NCCc2ccc(OC)c(OC)c2)c1
0.2,-5,2,2,2,-1,1,-2,7,3,Cc1csc(SCC(=O)Nc2ncc(Cl)c(C)c2Cl)n1
-0.1,-3,3,-9,1,-12,1,0,-2,5,c1ccc(OCCOc2ncnc3sccc23)cc1
-0.3,-3,-2,2,2,9,-2,7,1,-5,CN(C(=O)c1nc(-c2ccccc2)n(-c2ccccc2)n1)C1CCS(=O)(=O)C1 (stereo not given)
-1.1,7,-16,-6,-1,-8,6,0,8,-8,CCC(=O)N1CCc2cc(S(=O)(=O)CCC(=O)Nc3ccc(OC)cc3)ccc21
0.4,4,8,-11,-1,0,-12,0,-1,-5,O=C1c2cccc3c(Cl)ccc(c23)C(=O)N1O
-6.5,-3,-4,11,-34,2,19,-4,-8,-40,CCN(CC)c1ccc(/C=N/Nc2ccc(C)cc2)c(O)c1
0.5,-4,9,-1,0,0,9,0,1,0,CC(=O)NC1CC2CCCC(C1)N2S(=O)(=O)c1cccc(F)c1 (stereo not given)
0.1,-1,3,3,0,-10,-1,-2,4,3,Cc1ccc(C(c2nnnn2CS(=O)(=O)c2ccc(C)cc2)N2CCC(C)CC2)cc1 (stereo not given)
0.6,4,4,-2,2,2,-4,-4,5,0,CN(C)CC(O)CN(c1ccccc1)c1ccccc1 (stereo not given)
-0.1,-3,13,5,2,-5,1,0,2,2,CC(=O)N1CCC(=O)Nc2ccc([N+](=O)[O-])cc21
-13,6,11,-15,-15,14,-4,-22,-4,-25,O=C(Nc1ccc(-c2nc3ccccc3o2)cc1)c1cc(-n2cnnc2)ccc1Cl
-0.1,-2,-6,0,-1,-5,3,14,1,-6,CCOC(=O)C(=O)Nc1ncc(Cl)s1
0.3,26*,-2,-4,-2,8,10,-1,6,2,O=C(CCn1c(SCC(=O)c2ccccc2)nc2ccccc2c1=O)NCc1ccc(F)cc1
-0.6,1,-4,3,1,-6,0,1,6,3,O=[N+]([O-])c1cccc(/C=N/NS(=O)(=O)c2ccccc2)c1
-0.5,5,nt,-8,0,nt,-2,-2,-4,1,Cc1ccc(NC(=O)CN2C(=O)CCSc3ccccc32)c(C)c1
-0.7,2,1,-1,3,4,7,11,-5,-6,Cc1cc(C)cc(C(=O)NCC(=O)OCN2C(=O)c3ccccc3C2=O)c1
0.3,3,-9,5,1,-10,-2,3,0,-4,N/C(=N\OC(=O)c1ccc(Cl)cc1[N+](=O)[O-])c1cccnc1
-0.8,9,-3,-4,3,9,-3,7,-10,4,FC(F)(F)c1ccccc1NC(=S)NN1CCOCC1
-0.3,7,3,-1,3,-11,-2,0,1,2,CCCCN1C2CCCC1CC(NC(=O)C1CCCCC1)C2 (stereo not given)
0.3,-2,-2,0,2,-2,13,-14,-3,-4,CC1CCCC(NC(=O)NC(=O)COC(=O)C2=NN(c3ccccc3)C(=O)CC2)C1C (stereo not given)
0.6,-1,-14,1,-2,-2,1,-4,1,-1,CC(C)(C)c1ccc(C(=O)N2CCCC2)s1
-0.5,2,-11,-8,0,4,-1,1,-2,-5,CSCCC(NS(=O)(=O)c1ccc2c(c1)oc(=O)n2C)C(=O)NCc1ccc(C)cc1 (stereo not given)
-0.1,5,-3,3,4,-4,-2,-2,-1,0,O=c1[nH]nc(-c2n[nH]c(=O)o2)o1
0.5,-2,5,-1,2,16,-1,-22,4,5,CN(Cc1ccccc1)C(=O)c1ccc(NC(=O)Cc2ccc(NC(=O)C3CCN(C(=O)C4CCCCC4)CC3)cc2)cc1
0.3,3,-5,-1,3,-4,-3,8,-3,-5,Cc1ccc(N/N=C(\C#N)C(=N)N2CCCCC2)cc1
-0.7,1,14,-10,-2,4,0,-8,1,-5,COc1ccc(N(CC(=O)NCc2ccccc2OC)S(=O)(=O)c2ccc(C)cc2)cc1Cl
0.1,6,-7,-8,1,11,-1,-13,-4,-4,NS(=O)(=O)c1ccc(NC(=O)COC(=O)c2cnc(Cl)c(Cl)c2)cc1
-0.3,0,-5,-8,1,6,-2,-2,-10,1,Cc1cc(C)cc(OCC(=O)Nc2ccc3c(c2)OCO3)c1
-0.5,2,-1,0,0,0,3,11,2,-23,Cc1ccc2c(CSc3nc4ccccc4c(=O)n3CCCO)cc(=O)oc2c1
0.0,-2,11,-3,0,5,6,7,-4,-2,CCSc1nc2c(c(=O)n1Cc1ccccc1)SC(C)C2 (stereo not given)
0.3,-6,3,-5,-1,-5,-1,2,4,-4,Cc1ccc(S(=O)(=O)N2CC(C)N(C(=O)N3CCOCC3)C2C)cc1 (stereo not given)
0.4,-5,4,-4,3,-7,5,1,-4,1,O=C(COC(=O)Cc1c(Cl)cccc1Cl)Nc1ccc(OC(F)(F)F)cc1
0.4,-1,nt,-5,2,nt,10,-1,0,2,Cc1cc(C)cc(C(=O)OCCN(C)C2CN(Cc3cn(Cc4cccc(F)c4)nn3)S(=O)(=O)C2)c1 (stereo not given)
0.2,7,-7,0,3,3,1,-6,-5,1,CCC(c1nnnn1C1CCCC1)N1CCN(C/C=C/c2ccccc2)CC1 (stereo not given)
-0.3,0,5,1,2,-8,1,6,2,-4,Cn1c(CSc2ncccn2)nnc1SCC(=O)N1CCCC1
-0.1,1,0,9,0,1,1,1,2,-3,CCn1c(SC)nnc1C1CCCN(CC(=O)Nc2ccccc2N2CCOCC2)C1 (stereo not given)
-0.4,5,-5,0,-1,-6,-1,0,2,-7,COc1ccc(N2CC(NC(=O)c3ccc4ccccc4c3)CC2=O)cc1OC (stereo not given)
0.3,-5,-13,-3,2,-3,4,-5,4,-6,CC(C)CCNC(=O)C1CCN(S(=O)(=O)c2ccc3c(c2)CC(C)N3C(=O)C2CCC2)CC1 (stereo not given)
0.2,-2,6,5,2,4,-2,-8,-14,-3,Cc1ccc(C)c(N2CCN(S(=O)(=O)c3c(C)[nH]c(C)c3C(=O)N3CCCCC3)CC2)c1
0.3,6,13,-3,-1,-4,-1,-4,2,-5,CC1CCN(C(CNS(=O)(=O)c2ccccc2)c2ccccc2)CC1 (stereo not given)
-0.1,-5,-2,-2,-2,12,-1,-2,2,2,OC1(c2cccc(C(F)(F)F)c2)CCNCC1
0.6,6,-1,3,3,13,2,4,-12,-7,O=C(CN1CCC(NC(=O)c2cccc(F)c2)CC1)Nc1ccc(Br)cc1
0.9,-3,-9,0,0,-10,1,-6,-6,-6,O=C(O)CCC(=O)N1N=C(c2ccc(Br)cc2)CC1c1cccc(Br)c1 (stereo not given)
-0.1,0,0,5,3,3,11,-7,-1,3,CCOC(=O)c1cnc(SCc2ccc(C)cc2)nc1N
0.1,5,0,1,-4,-5,4,-27,0,-11,CC1C(=O)N2CCCc3cc(NC(=O)C(=O)NCCc4ccccc4)cc1c32 (stereo not given)
0.5,0,13,-1,3,-15,1,2,-2,-7,Nn1c(Cc2ccccc2F)nnc1SCC(=O)Nc1cccc(S(=O)(=O)NC2=NCCCCC2)c1
-0.3,1,-5,12,-4,12,0,-37,4,-10,COc1cccc(-c2ccc(SCC(=O)c3ccccc3)nn2)c1
0.6,-7,-2,-5,-2,-9,-3,-4,-4,0,Cc1ccc(NCc2nnc(SCC(=O)NCc3ccco3)n2CC2CCCO2)c(C)c1 (stereo not given)

Continuation.
KLK7 zymogen act,NR1D1 modulator,ARFGAP1 inh,DDE Tn6 FP inh,PLCg1 inh,ASAP1 inh,UHRF1 binding,sPLA2-III inh,DDE Tn7 FP inh,PLC-beta3 inh,compound
-0.2,1,-13,-5,0,0,-2,-8,3,-5,COc1ccc(Cl)cc1NC(=O)CN(C)CC(=O)NCc1ccc(F)cc1
-28,-2,-3,-2,-195,-2,-3,-20,2,-226,Cc1ccc(NC(=O)CN2c3cccc4cccc(c34)S2(=O)=O)cc1S(=O)(=O)N1CCOCC1
0.6,-2,-7,4,2,-4,3,-2,1,-3,CN(c1cnn(-c2ccccc2)c(=O)c1Cl)n1cccc1
-0.2,-5,-3,1,-1,-2,-4,-6,2,0,CC/C(=N\NC(=O)CNC(=O)/C=C/c1ccco1)c1ccccc1
0.1,3,9,0,9,0,3,4,1,11*,O=C(c1ccccc1NS(=O)(=O)c1ccc(Br)s1)N1CCCC1
-0.3,4,-1,-1,-35,-2,-1,10,-5,-44,NC(Cc1ccccc1)c1csc(Nc2ccc(C(=O)NCCCO)cn2)n1 (stereo not given)

4 entries from above, in markdown:
| Compound | KLK7 zymogen act | NR1D1 modulator | ARFGAP1 inh | DDE Tn6 FP inh | PLCg1 inh | ASAP1 inh | UHRF1 binding | sPLA2-III inh | DDE Tn7 FP inh | PLC-beta3 inh |
| --- | --- | --- | --- | --- | --- | --- | --- | --- | --- | --- |
| CN(c1cnn(-c2ccccc2)c(=O)c1Cl)n1cccc1 | 0.6 | -2 | -7 | 4 | 2 | -4 | 3 | -2 | 1 | -3 |
| Cc1ccc(NC(=O)CN2c3cccc4cccc(c34)S2(=O)=O)cc1S(=O)(=O)N1CCOCC1 | -28 | -2 | -3 | -2 | -195 | -2 | -3 | -20 | 2 | -226 |
| CC/C(=N\NC(=O)CNC(=O)/C=C/c1ccco1)c1ccccc1 | -0.2 | -5 | -3 | 1 | -1 | -2 | -4 | -6 | 2 | 0 |
| COc1ccc(Cl)cc1NC(=O)CN(C)CC(=O)NCc1ccc(F)cc1 | -0.2 | 1 | -13 | -5 | 0 | 0 | -2 | -8 | 3 | -5 |
